Rpn11 block: inhibitors of human proteasome Rpn11; O00487; human 26S proteasome, Ub4-pepOG fluorescence polarization; 20S core pre-blocked with epoxomicin; calls only at 20 µM; 0.59% of 360,000 active; AID 588493;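 active means inhibition at 20 µM, scaled to each plate's controls, above about 33%, limit read from the data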
Target sequence (O00487 whole entry, looked up): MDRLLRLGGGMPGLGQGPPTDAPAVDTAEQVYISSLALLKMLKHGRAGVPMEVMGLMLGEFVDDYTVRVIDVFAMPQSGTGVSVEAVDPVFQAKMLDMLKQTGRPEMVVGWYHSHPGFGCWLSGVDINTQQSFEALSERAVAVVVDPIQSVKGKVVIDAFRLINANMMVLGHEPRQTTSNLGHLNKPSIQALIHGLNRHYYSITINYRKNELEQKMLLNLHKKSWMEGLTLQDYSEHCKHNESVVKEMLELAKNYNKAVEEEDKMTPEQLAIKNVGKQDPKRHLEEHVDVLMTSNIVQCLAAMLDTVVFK
PABP1 MLLE inh: blocks PAM2 peptide binding to the PABP1 MLLE domain; 0.36% of 360,000 active; P11940; GST-MLLE / FITC-PAM2 fluorescence polarization; inhibition, % at 20 µM; in the data active means inhibition above about 35%, passing the limit was not always enough;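 further: plate controls were DMSO wells with GST-MLLE for no effect and wells lacking GST-MLLE protein for full effect; some results filed as inactive read as strong as hits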
Target sequence (P11940 whole entry, looked up, the tested form may be a part): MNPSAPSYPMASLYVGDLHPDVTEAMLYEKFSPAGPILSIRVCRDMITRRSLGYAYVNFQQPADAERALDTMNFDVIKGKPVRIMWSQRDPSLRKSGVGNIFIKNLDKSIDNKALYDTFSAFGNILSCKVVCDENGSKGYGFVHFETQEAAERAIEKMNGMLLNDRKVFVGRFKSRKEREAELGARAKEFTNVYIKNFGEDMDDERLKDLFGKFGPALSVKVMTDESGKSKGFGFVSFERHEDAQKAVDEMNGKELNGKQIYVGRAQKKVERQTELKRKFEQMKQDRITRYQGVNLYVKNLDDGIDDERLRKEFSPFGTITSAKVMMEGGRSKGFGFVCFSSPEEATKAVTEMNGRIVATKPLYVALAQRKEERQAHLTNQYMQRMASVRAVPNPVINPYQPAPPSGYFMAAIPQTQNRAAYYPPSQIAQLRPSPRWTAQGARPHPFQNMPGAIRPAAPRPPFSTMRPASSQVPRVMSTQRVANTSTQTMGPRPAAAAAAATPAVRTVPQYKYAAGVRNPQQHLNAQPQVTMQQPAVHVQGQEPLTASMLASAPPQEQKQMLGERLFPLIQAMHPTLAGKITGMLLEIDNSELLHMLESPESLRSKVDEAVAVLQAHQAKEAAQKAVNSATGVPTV
Rin1 Abl inh: inhibitors of human Rin1-Abl protein interaction | inhibition, % at 7.35 µM | P00519+Q13671 | AID 588664 | TR-FRET Rin1/Abl binding, biochemical | 0.4% of 360,000 active; in the data active means inhibition above about 5%, passing the limit was not always enough
FAS-TE inh: inhibitors of human fatty acid synthase thioesterase domain | recombinant FAS-TE, OMFH fluorogenic substrate, fluorescence endpoint | inhibition, % at 15 µM | 0.67% of 360,000 active | AID 602261;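 active means compounds whose normalised, plate-corrected inhibition of enzyme fluorescence in the single-dose primary screen is 50% or more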;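 further: 0% = DMSO with enzyme and 100% = substrate without enzyme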
Neddyl block: inhibitors of human cullin neddylation. calls only at 25 µM. TR-FRET cullin neddylation, biochemical. P61081+Q13564. 0.58% of 360,000 active; in the data active means inhibition above about 36%
NadD inh: NadD (S. aureus) enzyme inhibition. purified NadD enzyme, colorimetric absorbance read-out. AID 602399. 0.78% of 360,000 active. inhibition, % at 20 µM; in the data active means inhibition above about 26%; further: some compounds past the cut are filed as inactive
CSN deneddyl inh: CSN deneddylation inhibition | Q92905 | Purified CSN, SCF-Nedd8-OG deneddylation, fluorescence polarization | inhibition, % at 12.5 µM | 0.38% of 360,000 active;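 active means pattern-corrected inhibition above about 35%, with an unprinted fluorescence ratio check between 0.5 and 1.5, limit read from the data, passing the limit was not always enough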;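 further: 0% = enzyme with substrate and 100% = substrate without enzyme; some results filed as inactive read as strong as hits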
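Material: human Csn5 produced in HEK293T cells; Input: enzyme 0.24 nM; Reagent: SCFSkp2-Nedd8OG substrate at 10 nM final; Dosing: 12.5 µM compound; Incubation: 90 min reaction at room temperature; Detection: fluorescence polarization of the substrate; Evaluation: % inhibition of substrate cleavage by Csn5; Control set: substrate-only high control, full reaction low control.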
SKN-1 inh: C. elegans SKN-1 inhibition | AID 624304 | C. elegans VP596 Pgst-4::GFP/RFP ratio, acrylamide-induced, 24 h | 0.49% of 360,000 active | inhibition, % at 21.8 µM;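 active means interference check ratio from 0.5 to 1.5 plus GFP to RFP signal ratio inhibition reaching or exceeding a fixed threshold, cut at about 30% in these data, passing the limit was not always enough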; further: some compounds called inactive have numbers as strong as hits
MT1-MMP act inh: inhibitors of human MT1-MMP activation. GFP/RFP ratio change, % at 20 µM. HT1080 RFP-PRO-GFP cells, GFP/RFP ratio fluorescence, overnight; percent of plate control window, DMSO zero. P50281. 0.061% of 360,000 active;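 active means GFP/RFP ratio change of at least 30% with cell ATP level not reduced by more than half and red fluorescence within 50% of control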; further: strong numbers were not always called active
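Assay system: RFP-PRO-GFP reporter HT1080 cells; read-out basis: GFP/RFP fluorescence ratio; benchmarks: DMSO wells and RFP-L50D-GFP cells; doses: 20 µM single dose, 1% DMSO; schedule: overnight cell settling, then overnight compound exposure, 37 °C, 5% CO2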
* = called active by the depositor; i = inactive; & = joins results of further samples.

SMILES | Rpn11 block | PABP1 MLLE inh | Rin1 Abl inh | FAS-TE inh | Neddyl block | NadD inh | CSN deneddyl inh | SKN-1 inh | MT1-MMP act inh
COc1ccc(CC(NC(C)=O)C(=O)NC2CCN(c3nc(C)cc(C)c3C#N)CC2)cc1 (configuration not stated) | i | -23 | 5 | -2 | i | -8 | -1 | -6 | -3
Cc1c(O)ccc(/C(Cc2ccc3ccccc3n2)=N\O)c1O | i | 1 | 1 | -138 | i | 4 | -1 | 16 | -13
C(=N\n1cnnc1)/c1cn(-c2cccs2)nc1-c1ccccc1 | i | 3 | 1 | 0 | i | 2 | 4 | 14 | -5
CCN(CC)C(=S)SCC(=O)c1ccc(Br)cc1 | i | -3 | 1 | 22 | i | -4 | 3 | 8 | -2
CON(C)S(=O)(=O)c1cccc(C(=O)Nc2ccc(S(=O)(=O)NC3=NCCCCC3)cc2)c1 | i | -21 | -2 | -1 | i | -6 | -1 | -9 | 4
Cc1cc(Nc2cccc(Cl)c2C)n2ncnc2n1 | i | 3 | 1 | -6 | i | 2 | -5 | -3 | 5
Cc1nc2cc(NC(=O)Nc3ccc(N4CCOCC4)cc3)ccc2n1C | i | -4 | 1 | -6 | i | 7 | 2 | 5 | 3
CCOc1cc(CNCCc2ccc(S(N)(=O)=O)cc2)ccc1OCc1ccccc1 | i | 8 | -1 | -4 | i | -2 | 3 | 17 | -4
CCOc1ccccc1NC(=O)CN1CCC(C(=O)c2ccc(OC)cc2)CC1 | i | 7 | 1 | 6 | i | -8 | 2 | -11 | 5
O=S1(=O)C[C@@H](N2CCC(Cc3ccccc3)CC2)[C@H](COCc2ccccc2)N1 | i | 10 | 5 | 11 | i | -9 | -6 | -6 | 5
COc1ccccc1C1CC(c2ccccc2)Nc2ncnn21 (configuration not stated) | i | -5 | 1 | -2 | i | -3 | -3 | 2 | 1
O=C(NC(=S)Nc1ccc(CN2CCOCC2)cc1)c1ccccc1[N+](=O)[O-] | i | 39 | -2 | -5 | i | -1 | 2 | -1 | 4
CC[C@@]1(C(=O)OC)N[C@H](CN(C)C(=O)c2ccc(C)cc2)[C@@H]2C(=O)N(C)C(=O)[C@@H]21 | i | -15 | 1 | -8 | i | -4 | -1 | 9 | 0
Cc1nc(CC(=O)NNS(=O)(=O)c2cccc(Cl)c2Cl)cs1 | i | -8 | 1 | -9 | i | -2 | 4 | -4 | 0
CCN(CC)c1ccc(/C=N/N2CCN(Cc3cccc4ccccc34)CC2)c(O)c1 | i | 22 | 2 | 27 | i | 4 | 1 | 22 | 4
O=C(Nc1ccc2c(c1)CCC2)c1cnc(Cl)c(Cl)c1 | i | 4 | -1 | 4 | i | -7 | -4 | -10 | -6
CCN(CC)CCNC(=O)/C(=C/c1cn(CC)c2ccccc12)NC(=O)c1cc(OC)c(OC)c(OC)c1 | i | 5 | 1 | -6 | i | -13 | -3 | 5 | 0
Oc1ccccc1N1CCN(Cc2ncc(-c3ccccc3)o2)CC1 | i | -10 | 2 | -1 | i | -4 | 9 | -6 | 2
O=[N+]([O-])c1ccc(Cl)c(C[n+]2cccc3ccccc32)c1 | i | -11 | 2 | 4 | i | -2 | 6 | 4 | -65
Nc1nc(Nc2ccccc2)nc(NCc2ccco2)c1[N+](=O)[O-] | i | -6 | 0 | 24 | i | 2 | 2 | 7 | -1

In a second layout: results already given
mol	Rpn11 block	PABP1 MLLE inh	Rin1 Abl inh	FAS-TE inh	Neddyl block	NadD inh	CSN deneddyl inh	SKN-1 inh	MT1-MMP act inh
CCOc1cc(CNCCc2ccc(S(N)(=O)=O)cc2)ccc1OCc1ccccc1	i	8	-1	-4	i	-2	3	17	-4
CCOc1ccccc1NC(=O)CN1CCC(C(=O)c2ccc(OC)cc2)CC1	i	7	1	6	i	-8	2	-11	5
O=S1(=O)C[C@@H](N2CCC(Cc3ccccc3)CC2)[C@H](COCc2ccccc2)N1	i	10	5	11	i	-9	-6	-6	5
COc1ccccc1C1CC(c2ccccc2)Nc2ncnn21 (configuration not stated)	i	-5	1	-2	i	-3	-3	2	1
O=C(NC(=S)Nc1ccc(CN2CCOCC2)cc1)c1ccccc1[N+](=O)[O-]	i	39	-2	-5	i	-1	2	-1	4
CC[C@@]1(C(=O)OC)N[C@H](CN(C)C(=O)c2ccc(C)cc2)[C@@H]2C(=O)N(C)C(=O)[C@@H]21	i	-15	1	-8	i	-4	-1	9	0
Cc1nc(CC(=O)NNS(=O)(=O)c2cccc(Cl)c2Cl)cs1	i	-8	1	-9	i	-2	4	-4	0
CCN(CC)c1ccc(/C=N/N2CCN(Cc3cccc4ccccc34)CC2)c(O)c1	i	22	2	27	i	4	1	22	4
O=C(Nc1ccc2c(c1)CCC2)c1cnc(Cl)c(Cl)c1	i	4	-1	4	i	-7	-4	-10	-6
CCN(CC)CCNC(=O)/C(=C/c1cn(CC)c2ccccc12)NC(=O)c1cc(OC)c(OC)c(OC)c1	i	5	1	-6	i	-13	-3	5	0
Oc1ccccc1N1CCN(Cc2ncc(-c3ccccc3)o2)CC1	i	-10	2	-1	i	-4	9	-6	2
O=[N+]([O-])c1ccc(Cl)c(C[n+]2cccc3ccccc32)c1	i	-11	2	4	i	-2	6	4	-65
Nc1nc(Nc2ccccc2)nc(NCc2ccco2)c1[N+](=O)[O-]	i	-6	0	24	i	2	2	7	-1

Further entries:
SMILES | Rpn11 block | PABP1 MLLE inh | Rin1 Abl inh | FAS-TE inh | Neddyl block | NadD inh | CSN deneddyl inh | SKN-1 inh | MT1-MMP act inh
Cc1cccc(NC(=S)N(CCCN2CCCC2)Cc2cccn2Cc2ccc(Cl)cc2)c1 | i | -45 | 0 | 19 | i | -5 | 5 | -1 | 0
O=C(NCCc1ccccc1Cl)C1CCC(=O)N(Cc2cccc(C(F)(F)F)c2)C1 (configuration not stated) | i | 11 | -2 | 3 | i | -1 | -5 | 7 | -1
CCN(CC)S(=O)(=O)c1ccc(N2CCOCC2)c(NC(=O)c2ccco2)c1 | i | 0 | 3 | -9 | i | -2 | -3 | 5 | -5
COc1ccc(/C=C/C(=O)c2cc(Cl)ccc2O)c(OC)c1 | i | 11 | 0 | 0 | i | -8 | 0 | -3 | 1
O=C(NC1CCCC1)C(=O)N(c1ccccc1F)C(C(=O)NCC1CCCO1)c1cccs1 (configuration not stated) | i | -1 | -2 | -8 | i | 3 | 2 | 11 | -3
CC(=O)NC1CC2CCCC(C1)N2C(=O)Nc1cccc(C)c1 (configuration not stated) | i | -4 | 1 | -3 | i | -4 | -2 | 2 | 0
CCN1C[C@@H]2[C@@H]3C(=O)N(Cc4ccccc4)C(=O)[C@@H]3[C@](C)(C1=O)N2C(=O)c1ccc(C(C)(C)C)cc1 | i | -18 | 0 | -9 | i | 3 | 0 | 16 | 0
COc1ccc(NC(=O)C2(C)CCN2C(=O)c2ccc(C(C)(C)C)cc2)cc1OC (configuration not stated) | i | 1 | 0 | 2 | i | -1 | 0 | -4 | -2
Cc1cccc(NC(=O)CSc2ncnc3sc(C)cc23)c1 | i | -14 | 0 | 12 | i | -8 | 0 | -14 | -2
Cc1ccc(C(=O)Nc2ccc(S(=O)(=O)NCc3ccco3)cc2)cc1 | i | 4 | -5 | -4 | i | 9 | -1 | -7 | 8
Cc1nc2ccc(NC(=O)CCC3CCCC3)cc2s1 | i | -15 | 1 | 4 | i | -1 | 3 | -11 | -3
Cc1cccc(-n2c(SCC(N)=O)nnc2-c2ccccn2)c1C | i | -5 | -2 | -6 | i | -4 | 1 | 10 | 4
O=C(CCN1C(=O)COc2ccccc21)NCc1cccnc1 | i | -11 | -2 | -3 | i | -3 | 0 | 1 | -2
CCn1c(SCC(=O)Nc2ccc(N3CCOCC3)cc2)nnc1-c1ccncc1 | i | 11 | 2 | -3 | i | 4 | 0 | 0 | -1
Cc1ccc(-n2nc(C(=O)O)nc2-c2ccccc2)cc1 | i | 3 | -1 | -3 | i | 5 | -3 | -4 | -3
CCS(=O)(=O)N1Cc2ccccc2CC1C(=O)Nc1ccc(OC)cc1OC (configuration not stated) | i | -7 | 3 | -1 | i | -2 | 6 | 8 | -3
CC(C)(C)Cc1c(-c2ccc(Cl)cc2)nc2ccc(Cl)cn12 | i | 3 | -2 | 28 | i | 11 | 0 | -4 | -6
CCOc1ccc(N2C(=O)CC(N(CCc3ccc(OC)c(OC)c3)C(=O)/C=C/C(=O)O)C2=O)cc1 (configuration not stated) | i | -3 | -1 | -4 | i | -3 | 0 | -12 | -3
CC(=O)Nc1ccc(Nc2cc(N(C)C)c3nonc3c2[N+](=O)[O-])cc1 | i | 11 | -3 | 10 | i | 0 | 1 | 1 | 6
COc1cc2c(cc1OC)C(NC(=O)c1ccc(C)cc1)CC2=O (configuration not stated) | i | 1 | 3 | -4 | i | -1 | 0 | 2 | 1
CC(=O)c1cccc(OCC(=O)N(C)CC(=O)NCc2ccco2)c1 | i | -14 | -1 | -6 | i | 13 | 23 | -14 | -3
Cc1nc2nc[nH]n2c(=O)c1C/C=C/c1ccccc1 | i | 0 | 2 | 0 | i | -5 | 0 | -8 | -5
Cc1nc2ccccc2cc1C(=O)N/N=C/c1ccco1 | i | -4 | 2 | -4 | i | 0 | 1 | 2 | -2
COc1ccccc1CNC(=O)CCCNS(=O)(=O)c1cccc2nsnc12 | i | 0 | -1 | -3 | i | 6 | 1 | 5 | -2
O=C(C1CCCN(Cc2nc(-c3cccs3)no2)C1)N1CCOCC1 (configuration not stated) | i | 5 | 0 | -4 | i | 2 | -3 | 14 | -1
O=C(Cc1cccs1)NCc1cccc(C(F)(F)F)c1 | i | -6 | -2 | 4 | i | -5 | -5 | 17 | 6
O=C(COC(=O)CNC(=O)c1ccccc1F)Nc1ccc2c(c1)OCO2 | i | 2 | 1 | -5 | i | 1 | -1 | 5 | 0
O=C1C(Cc2ccccc2)Nc2ncnc(N3CCCCC3)c2N1Cc1ccc(Br)cc1 (configuration not stated) | i | 2&5 | 3&3 | 1&10 | i | 18&29 | -1&1 | 19&10 | -3&-1
CC12CCC(C(=O)Nc3cccc4ccccc34)(C1Br)C2(C)C (configuration not stated) | i | 1 | 5 | 13 | i | -10 | 4 | -5 | -12
CC(C)NC(=O)C(=O)NCCc1ccc(Cl)cc1 | i | -1 | 3 | -7 | i | 3 | -2 | 2 | 1
C=CCc1c(C)nc(SC)nc1Nc1ccccc1 | i | -1 | 2 | 2 | i | -8 | -1 | 2 | -3
CCCn1c(N2CCN(CC(=O)c3c(C)n(C)c4ccccc34)CC2)nc2c1c(=O)[nH]c(=O)n2C | i | 14 | -2 | -8 | i | 6 | -7 | 1 | -7
CC1CCC(NC(=O)C(C)N2C(=O)C3CCCCC3C2=O)CC1 (configuration not stated) | i | -1 | 1 | -3 | i | 1 | 1 | 5 | -3
O=[N+]([O-])c1ccccc1/C=C/CN1CCC(O)CC1 | i | -2 | -1 | -6 | i | 0 | 3 | 11 | -1
CN1CCN(Cc2nnc(-c3ccccc3)o2)CC1 | i | 11 | -1 | -6 | i | 3 | 0 | -10 | 2

From PubChem BioAssay
